# TRPC4 inh – inhibitors of mouse TRPC4 channel. B-score at 10 µM. Q9QUQ5. AID 2247. 300,000 tested, 0.39% active. HEK293 TRPC4beta/mu-opioid, DAMGO-evoked Fluo4 calcium flux; hits give low values;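 active means B-score over 3 SD under the library average, no early fluorescence shift, positive overall ratio signal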
#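 System: stable TRPC4beta/mu-opioid receptor HEK293 cells; Dosing: single-point compound dosing; Measured by: Fluo4 Ca2+ flux fluorescence; Read-out basis: per-well B score of integrated baseline-normalized Fluo4 ratio.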
# SKKanGAS inh – inhibitors of SKKanGAS S. pyogenes growth in kanamycin (SK-promoter or general growth effect); inhibition, % at 7.5 µM; 300,000 tested, 1.3% active; BacTiter-Glo, 6 h;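 active means mean replicate score, as percent of positive control median, at least 50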;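 further: strain carries kanamycin resistance gene driven by streptokinase promoter and grows in 40 µg/ml kanamycin; loss of luminescence reflects streptokinase promoter inhibition or plain growth inhibition; 0% = median of DMSO wells and 100% = positive control at its reference dose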
# HIF act – HIF pathway transcriptional activation | U2OS HRE-luciferase reporter, luminescence; normalized: DMSO 0%, desferrioxamine 100% | activation, % at 7.5 µM (by protocol) | 300,000 tested, 0.32% active | AID 1910;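 active means mean activation of at least 10% of the iron chelator positive control signal, with at least half of replicates also reaching 10%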
# aSyn UTR inh – MLPCN primary screen, SNCA 5' untranslated region. alpha-synuclein 5'UTR reporter, inhibitor activity. inhibition, % (tested at 7.5 µM). 300,000 tested, 0.82% active; in the data active means inhibition above about 60%;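 further: H4 neuroglioblastoma cells stably carrying SNCA 5'UTR luciferase fusion; 0% = DMSO wells and 100% = positive control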
# MrgX1 antag – antagonists of human MrgX1 receptor; Q96LB2; MRGX1-HEK293 calcium flux, Fluo-4, BAM8-22 antagonism; hits give low values; B-score at 10 µM; 310,000 tested, 1.3% active; AID 588676;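 active means calcium-response B-score plate-corrected more than 3 library SD below zero, starting fluorescence within 5 deviations, no agonist response on first addition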;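 further: peak minus trough fluorescence over baseline after final BAM8-22 challenge near maximal dose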
# KLF5 inh – inhibitors of KLF5 expression; DLD-1 KLF5 promoter-luciferase reporter, luminescence; inhibition, % at 5 µM; 290,000 tested, 0.23% active; AID 1700;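 active means inhibition above a per-plate limit of that plate's mean compound inhibition plus 3 SD, cut at about 60% in these data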;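 further: 0% = DMSO wells and 100% = LY294002 at 200 µM; higher means less KLF5 promoter-driven luciferase light; inactives centre near -14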
# TRPC6 act – activates the mouse TRPC6 cation channel. B-score at 10 µM. HEK293-TRPC6 membrane potential dye fluorescence; hits give high values. 310,000 tested, 0.13% active;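 active means B-score of the integrated fluorescence ratio above library mean plus 3 SD, and starting fluorescence ratio within library mean plus 5 SD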;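 further: higher score means more depolarization so channel activation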
# Target sequence (Q61143 whole entry, looked up): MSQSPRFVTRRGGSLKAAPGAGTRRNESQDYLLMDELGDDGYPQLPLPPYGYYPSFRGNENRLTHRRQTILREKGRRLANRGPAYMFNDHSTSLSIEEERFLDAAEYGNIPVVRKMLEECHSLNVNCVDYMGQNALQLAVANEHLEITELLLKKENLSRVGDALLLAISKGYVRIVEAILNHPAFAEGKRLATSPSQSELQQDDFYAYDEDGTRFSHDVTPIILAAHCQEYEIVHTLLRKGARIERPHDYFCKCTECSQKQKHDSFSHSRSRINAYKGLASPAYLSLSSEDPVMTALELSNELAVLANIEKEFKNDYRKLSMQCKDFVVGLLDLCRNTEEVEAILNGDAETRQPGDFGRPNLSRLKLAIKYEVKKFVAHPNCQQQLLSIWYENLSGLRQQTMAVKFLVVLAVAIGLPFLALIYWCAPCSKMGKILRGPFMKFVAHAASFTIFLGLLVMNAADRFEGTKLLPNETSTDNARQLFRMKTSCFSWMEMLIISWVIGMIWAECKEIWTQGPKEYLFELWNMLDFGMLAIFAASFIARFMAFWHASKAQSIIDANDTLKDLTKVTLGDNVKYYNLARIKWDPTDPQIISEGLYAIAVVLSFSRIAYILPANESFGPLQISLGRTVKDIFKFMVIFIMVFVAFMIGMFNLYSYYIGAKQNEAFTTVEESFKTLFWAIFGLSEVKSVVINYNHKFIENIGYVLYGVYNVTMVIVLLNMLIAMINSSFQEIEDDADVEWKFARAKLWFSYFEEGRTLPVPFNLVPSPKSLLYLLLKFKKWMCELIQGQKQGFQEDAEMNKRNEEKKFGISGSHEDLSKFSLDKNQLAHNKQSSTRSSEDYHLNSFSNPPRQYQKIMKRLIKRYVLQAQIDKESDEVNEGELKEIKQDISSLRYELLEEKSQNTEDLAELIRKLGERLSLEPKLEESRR
# TRPC4 agonist – opens the mouse TRPC4 cation channel. Q9QUQ5. HEK293 TRPC4beta/mu-opioid, Fluo4 calcium fluorescence; hits give high values. B-score at 10 µM. 310,000 tested, 0.49% active;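 active means B-score above 5 SD of library B-scores, and initial fluorescence ratio not above library mean plus 5 SD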;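 further: positive B-score marks a calcium rise read as TRPC4 activation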
#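 Test system: HEK293 cells stably co-expressing mouse TRPC4beta and mu-opioid receptor | Schedule: Fluo4 dye loading 45 min at room temperature, 110 s recording | Measured by: Kinetic Fluo4 calcium fluorescence, 5 s baseline at 1 Hz | Evaluation: B score of integrated ratio | Controls: Buffer (low) and maximal DAMGO (high)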
# TRPC4 potent – allosterically enhances the mouse TRPC4 cation channel | B-score at 10 µM | 310,000 tested, 0.42% active | HEK293 TRPC4beta/mu-opioid, DAMGO EC20, Fluo-4 Ca2+ flux; hits give high values | Q9QUQ5;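 active means B-score of calcium response area above 5 SD of library B-scores, with initial fluorescence ratio within 5 SD of library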;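 further: B-score of integrated fluorescence ratio over time as area under calcium response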
# TRPC6 inh – inhibitors of mouse TRPC6 channel; Q61143; AID 2553; 310,000 tested, 1.1% active; B-score at 10 µM; HEK293-TRPC6, membrane potential dye, ACh-evoked depolarization; hits give low values;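 active means B-score under library mean minus 3 SD, initial fluorescence not abnormally high, positive integrated signal ratio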;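 further: B-score derived from integrated fluorescence ratio over the kinetic read; more negative B-score means stronger inhibition of depolarization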
# IEC-6 cytotox – kills IEC-6 intestinal cells in KLF5 counter-screen; IEC-6 cytotoxicity, luminescence viability; inhibition, % at 5 µM; 290,000 tested, 0.78% active; in the data active means inhibition above about 22%;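 further: 0% = plate median of test compound wells and 100% = cytotoxic reference compound wells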
# * marks the source's active call; other numbers are inactive results; i = inactive; x = not tested or not shown.
SMILES,TRPC4 inh,SKKanGAS inh,HIF act,aSyn UTR inh,MrgX1 antag,KLF5 inh,TRPC6 act,TRPC4 agonist,TRPC4 potent,TRPC6 inh,IEC-6 cytotox
Cc1ccc(NC(=O)N2CCCCC2)cc1[N+](=O)[O-],i,-7,-0.8,-29,i,-37,i,i,i,i,1
COc1ccc(-c2cc(C(=O)N3CCc4ccccc4C3)no2)cc1,i,1,0.1,-8,i,-8,i,i,i,i,-9
CC(CCc1ccccc1)NC(=O)COC(=O)C1CCC(C(C)(C)C)CC1 (stereo unspecified),i,2,-0.5,22,i,-7,i,i,i,i,-5
CC(C)c1nc2sc3c(=O)[nH]c(=S)[nH]c3c2c2c1CCC2,i,18,-0.6,12,x,-23,i,i,i,i,0
Cc1ccccc1CC1(CO)CCCN(C(=O)CCN2CCCO2)C1 (stereo unspecified),i,-3,1.2,-13,i,-24,i,i,i,i,0
CC(C)(C)c1cc(=O)n2c(C#N)c(C#N)nc2[nH]1,i,7,-0.4,-5,i,-6,i,i,i,i,-6
O=C(NC(=S)Nc1cccnc1)c1cc2ccccc2o1,i,-16,1.4,-66,i,-34,i,i,i,i,5
COc1ccccc1NC(=O)CSc1ccc2nnc(-c3ccccn3)n2n1,i,-2,1.3,3,i,x,i,i,i,i,x
CN1CCN(CCCC(=O)c2ccc(C3CCCC3)cc2)CC1,i,-15,0.3,-48,i,-1,i,i,i,i,0
N=c1ccn2c(n1)OC1C(O)C(CO)OC12 (stereo unspecified),i,0,4.0,112*,i,24,i,i,i,i,92*
CCOc1cc(S(=O)(=O)NCc2ccncc2)ccc1Cl,i,3,-0.2,10,i,-6,i,i,i,i,24*
CCOc1ccc(S(=O)(=O)N(CC(=O)NC2CCCC2)c2ccc(F)cc2)cc1,i,-1,-0.1,-3,i,-18,i,i,i,i,-8
CN(C(=O)CSc1nnc(COc2ccccc2F)n1N)C1CCS(=O)(=O)C1 (stereo unspecified),i,-12,-1.1,5,i,x,i,i,i,i,x
O=C(O)c1c(Cl)c(Cl)c(Cl)c(Cl)c1C(=O)N1CCCC1,i,-4,-0.7,-3,i,-14,i,i,i,i,0
Cc1ccc(S(=O)(=O)NC(C)C(=O)Nc2cccc([N+](=O)[O-])c2)cc1 (stereo unspecified),i,x,-1.2,11,i,-22,i,i,i,i,-1
O=C(COC(=O)c1cccc(NS(=O)(=O)/C=C/c2ccccc2)c1)Nc1ccccc1OC(F)F,i,17,0.2,4,i,-13,i,i,i,i,0
NS(=O)(=O)c1ccc(CCNC(=O)CSc2nc3ccsc3c(=O)n2CC(=O)O)cc1,i,-9,0.1,5,i,-15,i,i,i,i,-3
CCc1nc(C)cn1S(=O)(=O)c1ccc([N+](=O)[O-])cc1,i,6,-0.2,26,i,-29,i,i,i,i,1
COC(=O)CSc1nnc(NC(=O)c2ccc3c(c2)OCO3)s1,i,52*,0.1,-13,i,-40,i,i,i,i,-8
CCOC(=O)C1=C(CN2CCN(C(=O)c3ccco3)CC2)NC(=O)NC1c1ccc(OC)cc1 (stereo unspecified),i,-6,-0.3,8,i,-14,i,i,i,i,1
COc1ccc(COc2cc(-c3cccc(OC)c3)nc3ccc(NC(=O)c4cccnc4)cc23)cc1,i,44,-0.6,-9,i,-10,i,i,i,i,3
O=S(=O)(NNc1cccc(Cl)n1)c1ccc(Cl)cc1,i,-6,1.1,-16,x,-50,i,i,i,i,5
COc1ccccc1NCC(=O)N/N=C/c1c(O)ccc2ccccc12,i,42,2.5,37,i,36,i,i,i,i,2
Cn1c(CCNC(=O)c2ccccc2)nc2cc(NC(=O)C3CCCCC3)ccc21,i,-3,-0.2,-27,i,-2,i,i,i,i,0
Cc1cccc(N(CC(=O)N2CCCCCC2)S(C)(=O)=O)c1,i,2,-11,5,i,-33,i,i,i,i,-3
O=C(c1ccccc1Cl)N1N=C(c2ccc(Br)cc2)CC1c1nc2ccccc2[nH]1 (stereo unspecified),i,29,2.2,15,i,-57,i,i,i,i,2
CN(CCc1cnn(C)c1)Cc1cn(C)nc1-c1ccccc1F,i,-4,-0.5,31,i,-15,i,i,i,i,-5
COc1ccc(Nc2nc(Nc3ccc(OC)cc3)nc(SC3=NCCS3)n2)cc1,i,35,-0.8,13,i,-21,i,i,i,i,5
CC(C)CN(C(=O)COC(=O)CN1C(=O)c2ccccc2C1=O)c1c(N)n(Cc2ccccc2)c(=O)[nH]c1=O,i,6,-0.2,-14,i,x,i,i,i,i,x
N#C/C(=C\c1ccc(O)c(O)c1)S(=O)(=O)c1ccccc1,i,15,-0.3,-5,i,-23,i,i,i,i,-2
CCC(=O)OC1(C)C(=O)C=C2C=C(C3CC3)OC=C2C1=O (stereo unspecified),i,0,0.0,0,i,x,i,i,i,i,x
O=C(COC(=O)c1cc2ccccc2oc1=O)Nc1ccc(F)cc1F,i,5,2.4,-169,i,-56,i,i,i,i,8
NC(=O)c1ccc(SCC(=O)OCC(=O)N2CCCCC2)c([N+](=O)[O-])c1,i,19,-0.3,8,i,x,i,i,i,i,x
O=C(NCCC1=CCCCC1)C1CCC(=O)N(Cc2ccc(Cl)cc2)C1 (stereo unspecified),i,8,-0.2,12,i,-13,i,i,i,i,-9
CC(NC(=O)CSCc1ccc(Br)cc1)c1ccccc1 (stereo unspecified),i,-5,-0.7,-8,i,-11,i,i,i,i,-6
CSc1ccc(S(=O)(=O)N2CCC(C(=O)NCc3cccnc3)CC2)cc1,i,-3,0.3,10,i,-19,i,i,i,i,-7
C=C(C)c1cccc(C(C)(C)NC(=O)Nc2cc(C)ccn2)c1,i,4,-0.2,-7,i,-14,i,i,i,i,1
COc1ccc(/C=C(/NC(=O)c2ccco2)C(=O)Nc2ccc(C(=O)O)cc2)cc1,i,20,-0.3,13,i,-13,i,i,i,i,2
O=C(Nc1ccccc1-c1nnn(CC(=O)N2CCOCC2)n1)c1ccccc1F,i,-3,-0.5,-20,i,-1,i,i,i,i,-5
CCc1ccc(CNCCSc2nnnn2C)cc1,i,8,-0.3,2,i,-10,i,i,i,i,2
COc1cccc(CNC(=S)Nc2cc(C)cc(C)c2)c1,i,-9,0.3,-2,i,-2,i,i,i,i,5
Cc1nc(N=C(N)N)nc2ccccc12,i,15,-0.1,4,i,-7,i,i,i,i,7
Cc1ccc(Oc2ccc(NC(=O)Cn3ccsc3=N)cc2)cc1,i,0,-0.4,23,i,-2,i,60*,i,-8.3*,-3
CCN(CC(=O)N1CCN(c2ccccc2)CC1)S(=O)(=O)c1ccc(C)cc1,i,-4,-0.6,26,i,-25,i,i,i,i,-4
O=C(CSc1nc2ccccc2s1)c1ccc(O)cc1O,i,6,3.7,-66,i,-176,i,i,i,i,-3
O=C(CN1C(=O)c2ccccc2S1(=O)=O)c1ccc(OC(F)F)cc1,i,-10,-3.1,86*,i,3,i,i,i,i,-9
Cc1sc2nc(SCC(=O)N3CCOCC3)[nH]c(=O)c2c1C,i,-5,-0.2,13,i,-9,i,i,i,i,5
O=C(NC(=S)NCCc1ccc(Cl)cc1)c1ccco1,i,8,0.4,-17,i,-4,i,i,i,i,0
CCNC(=O)NC(=O)CSc1ccc2ccccc2c1,i,-1,0.4,-14,i,-13,i,i,i,i,-5
COc1ccc(C(=O)Nc2ccc(C(=O)OCC(=O)c3cccc4ccccc34)cc2)cc1,i,5,-0.2,-7,i,-16,i,i,i,i,0

# Continuation:
SMILES,TRPC4 inh,SKKanGAS inh,HIF act,aSyn UTR inh,MrgX1 antag,KLF5 inh,TRPC6 act,TRPC4 agonist,TRPC4 potent,TRPC6 inh,IEC-6 cytotox
CCOC(=O)c1c(OCCO)nn(-c2ccc(Cl)cc2)c1N,i,-6,-0.4,2,i,-3,i,i,i,i,-8
CCOC(=O)CCc1c(C)nc2c(c(C)nn2-c2ccc(C)cc2)c1C,i,-2,-3.1,21,i,-3,i,i,i,i,2
C/C(=N/NC(=O)c1cc(-c2ccc(Cl)s2)[nH]n1)c1ccco1,i,2,0.3,-26,i,-18,i,i,i,i,-7
NC(=O)c1ccccc1NC(=O)CCCCCn1nnc2ccccc2c1=O,i,1,-0.5,14,i,-29,i,i,i,i,-4
Cc1ccc(CN(C)C(=O)c2cccc(S(=O)(=O)N3CCN(Cc4ccccc4)CC3)c2)o1,i,-9,0.5,1,i,x,i,i,i,i,x
O=C(Nc1ccccc1)Nc1nnc(COc2ccccc2F)s1,i,-7,0.0,23,i,2,i,i,i,i,-6
COc1ccc(C(=O)NCCS(=O)(=O)NCC2CCCO2)cc1 (stereo unspecified),i,1,0.0,-5,i,x,i,i,i,i,x
CCCC(=O)Nc1ccc(S(=O)(=O)N2CCC(c3nc4ccccc4[nH]3)CC2)cc1,i,6,-0.7,-15,i,x,i,i,i,i,x
CC(C)OC(=O)NCN1C(=O)C2C3C=CC(C3)C2C1=O (stereo unspecified),i,-6,-0.3,-14,i,-15,i,i,i,i,-3
COc1cc(NS(=O)(=O)c2ccc3c(c2)n(C)c(=O)n3C)cc(OC)c1,i,0,0.0,-7,i,3,i,i,i,i,0
CCN(CC)S(=O)(=O)c1ccc(C)c(NC(=O)COc2ccc(Br)cc2Cl)c1,i,0,-0.6,17,i,-16,i,i,i,i,6
COc1ccccc1NC(=O)Nc1c(C)n(C)n(-c2ccccc2)c1=O,i,-7,-0.3,14,i,-44,i,i,i,i,-4
Cc1ccc(NS(=O)(=O)c2ccc(-c3csc(C)n3)s2)c(C)c1,i,17,0.2,3,i,-21,i,i,i,i,-4
CCN(CC)C(=O)CSc1nnc2nnc3cc(C)ccc3n12,i,4,-2.3,23,i,-30,i,i,i,i,15
Cc1nnc(NCc2ccccc2)c2ccccc12,i,0,0.0,-4,i,-19,i,i,i,i,0
CCOc1cnc(-c2ccccc2F)o1,i,-4,0.3,-30,i,-3,i,i,i,i,-4
COC(=O)c1cc(NS(=O)(=O)c2cccc(Cl)c2)ccc1N1CCOCC1,i,0,-0.6,0,i,-4,i,i,i,i,7
CC(O)C(NS(=O)(=O)c1ccc(Cl)cc1)C(=O)OCc1nnc(-c2ccccc2)o1 (stereo unspecified),i,-6,-0.1,-1,i,5,i,i,i,i,-2
Cc1cccn2c(=O)c3cc(C(=O)NC4CCS(=O)(=O)C4)sc3nc12 (stereo unspecified),i,-5,-0.3,-12,i,-22,i,i,i,i,-3
O=C(O)CN1CCN(Cc2ccccc2F)C1=O,i,9,-0.2,-22,i,-7,i,i,i,i,-4
